SNCA expr inhib: Primary qHTS assay for inhibitors of alpha-synuclein gene (SNCA) expression; HEK-293 SNCA-luciferase knock-in, luminescence, 24 h; 140,000 tested, 0.17% active; Potency, µM (series often up to 57.2 µM), for inactives: at the top dose activity change, negative = inhibition, usual class: inhibitors; AID 1671194, 2021;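 also: potency is read from the fitted curve at half-maximal effect; plate controls were DMSO cells for no effect and cell-free wells for full effect; nearly all actives have a fitted effect of over 45% in size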
HEK293 tox: Cytotoxic Profiling in HEK 293 Cell Line of Diverse Libraries Using Quantitative High-Throughput Screening. Potency, µM (top dose mostly 115 µM), for inactives: at the highest dose activity change, negative = cytotoxicity, hits mostly inhibitors. 94,000 tested, 6.6% active. HEK 293 viability, ATP luminescence (CellTiter-Glo), 48-72 h. AID 1345083, 2018; also: potency is read from the fitted curve at half-maximal effect; nearly all actives have a fitted effect of over 60% in size
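HEK 293 cells at 250 cells/well were exposed to compounds by pintool transfer for 48 or 72 hr at 37 degree Celsius, 5% CO2. Viability was read as ATP-coupled luminescence with CellTiter-Glo after 10 min at room temperature.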
Luciferase inh: Firefly luciferase inhibition profiling of diverse chemical library using quantitative high-throughput screening; Potency, µM (top dose mostly 115 µM), for inactives: at the highest dose activity change, negative = inhibition, most hits filed as inhibitors; AID 1347043, 2019; Luciferin 4-monooxygenase (Photinus pyralis), P08659; purified P. pyralis luciferase, luminescence, biochemical; 76,000 tested, 2.5% active; also: potency is read from the fitted curve at half-maximal effect; nearly all actives have a fitted effect of over 65% in size
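Luminescence read by CCD imaging after purified firefly luciferase (10nM final) was added to substrate buffer holding 10uM D-luciferin and 10uM ATP, pH 7.5, pre-dosed with compound.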
SNCA viab count: GF-AFC viability counterscreen for inhibitors of alpha-synuclein gene (SNCA) expression; HEK-293-SNCA-luc viability, GF-AFC fluorescence, 24 h; AID 1671193, 2021; Potency, µM (titrated, usually from 57.1 µM), for inactives: at the highest dose activity change, negative = cytotoxicity, hits mostly cytotoxic; 150,000 tested, 0.12% active;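 also: potency is read from the fitted curve at half-maximal effect; 0% = DMSO-treated cells and -100% = medium-only wells without cells; nearly all actives have a fitted effect of over 30% in size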
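HEK-293-SNCA-luc cells (1500/well) plated 24 h, then exposed 24 h to a dilution series; GF-AFC added 30 min at 37C, fluorescence 405/540 nm; normalised to medium-only and DMSO wells, Hill fit.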
NIH3T3 tox: Cytotoxic Profiling in NIH 3T3 Cell Line of Diverse Libraries Using Quantitative High-Throughput Screening; NIH 3T3 viability, CellTiter-Glo ATP luminescence, 48-72 h; Potency, µM (titrated, usually from 96.7 µM), inactives show top-dose activity change, negative = cytotoxicity, hits mostly inhibitors; 94,000 tested, 4.3% active; AID 1345082, 2018; also: potency is read from the fitted curve at half-maximal effect; nearly all actives have a fitted effect of over 55% in size
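First NIH 3T3 cells are plated at 400 cells/well; next compound is pinned in; then plates incubate 48 or 72 hr at 37 °C; finally CellTiter-Glo is added and luminescence read after 10 min.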
GPT2 inh: Primary qHTS assay for inhibitors of Glutamate pyruvate transaminase 2 (GPT2). 100,000 tested, 0.25% active. Potency, µM (doses to about 57.7 µM), inactives show at the top dose activity change, negative = inhibition, usual class: inhibitors. Recombinant GPT2, coupled pyruvate oxidase/HRP Amplex Red fluorescence. Alanine aminotransferase 2 (Homo sapiens), Q8TD30; also: potency is read from the fitted curve at half-maximal effect; nearly all actives have a fitted effect of over 60% in size; many of its hits are not listed in these tables
Target sequence (Q8TD30 whole entry, looked up): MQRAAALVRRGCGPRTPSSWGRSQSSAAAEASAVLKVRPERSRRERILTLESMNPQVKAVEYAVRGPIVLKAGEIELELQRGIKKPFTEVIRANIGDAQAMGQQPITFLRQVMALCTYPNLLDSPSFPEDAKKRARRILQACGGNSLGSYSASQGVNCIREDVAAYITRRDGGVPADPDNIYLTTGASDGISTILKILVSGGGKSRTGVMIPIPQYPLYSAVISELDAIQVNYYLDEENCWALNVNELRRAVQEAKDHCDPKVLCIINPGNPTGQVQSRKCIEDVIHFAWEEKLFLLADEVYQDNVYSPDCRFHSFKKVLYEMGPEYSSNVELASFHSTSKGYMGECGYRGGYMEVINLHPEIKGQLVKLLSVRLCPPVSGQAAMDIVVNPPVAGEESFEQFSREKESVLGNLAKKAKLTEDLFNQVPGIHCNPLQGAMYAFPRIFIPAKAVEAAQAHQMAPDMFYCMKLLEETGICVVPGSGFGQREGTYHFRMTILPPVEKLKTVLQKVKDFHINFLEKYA
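Recombinant GPT2 (10ng/uL) with 250uM a-KG and 2mM L-alanine, 30 min at room temperature, in HEPES pH 7.5 buffer. Pyruvate detected by pyruvate oxidase/HRP/Amplex Red fluorescence after 30 min in the dark; AOA (50uM) as positive control.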
IP6K1 inh: Primary qHTS assay for small molecule inhibitors of Inositol hexaphosphate kinase 1 (IP6K1); IP6K1 kinase, ADP-Glo luminescence, 2 h; stronger effect = lower value; 140,000 tested, 0.81% active; activity change, % (series mostly up to about 58 µM); in the data active = activity change below about -25%
Target sequence (Q92551 whole entry, looked up): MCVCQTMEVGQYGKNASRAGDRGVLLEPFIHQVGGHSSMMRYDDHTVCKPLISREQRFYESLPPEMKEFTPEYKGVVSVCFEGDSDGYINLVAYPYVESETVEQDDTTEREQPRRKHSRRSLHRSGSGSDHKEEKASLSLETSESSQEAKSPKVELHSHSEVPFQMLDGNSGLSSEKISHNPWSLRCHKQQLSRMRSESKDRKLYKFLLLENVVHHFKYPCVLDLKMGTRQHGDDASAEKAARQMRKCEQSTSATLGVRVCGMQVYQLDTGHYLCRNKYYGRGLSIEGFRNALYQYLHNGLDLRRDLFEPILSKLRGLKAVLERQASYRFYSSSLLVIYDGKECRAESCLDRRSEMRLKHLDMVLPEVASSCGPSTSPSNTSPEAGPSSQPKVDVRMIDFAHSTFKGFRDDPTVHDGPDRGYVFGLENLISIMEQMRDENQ
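ADP-Glo luminescence measures ADP made by human IP6K1 during a 2 h RT reaction with ATP/IP6 (mix at 1.3 mM/130 uM); top library doses 57.5 and 19.1 uM final.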
Numbers without * were called inactive; i = inactive; ? = inconclusive; · = no result given; [ ] = another dose, or the depositor's remark. Unless noted, calls follow the shape of the dose curve; as a rule, active = well fitted curve in the direction sought with a large enough effect; inconclusive = small, poorly fitted or top-dose-only effect, or another doubt; inactive = no such curve, though single readings can be large; an effect the other way counts as inactive or inconclusive. Unless noted, % is scaled to controls: 0 for no effect and ±100 for the full control effect. No enrichment for hits; overall some 7.7% were active at least once.

SMILES | SNCA expr inhib | HEK293 tox | Luciferase inh | SNCA viab count | NIH3T3 tox | GPT2 inh | IP6K1 inh
CCOc1ccccc1C(=O)N1CCC[C@H]1c1nc(-c2ccc(F)cc2)no1 | -3.8% | 35.5µM* | 0.3% | -28.5% | ? | i | 0.0
Cc1nc2nc[nH]n2c(=O)c1NS(=O)(=O)c1ccc(Br)cc1 | 22.7% | · | · | -1.0% | · | · | -2.4
O=C(c1ccccc1C(F)(F)F)N1CCC(n2cnnc2C2CC2)CC1 | -3.5% | -0.6% | -3.0% | 10.5% | i | -5.5% | -4.5
Cc1noc(C)c1CC(=O)N1CCCCCCNC(=O)CC1 | 12.5% | i | -5.7% | 4.3% | -5.2% | -13.0% | 1.1
COCCS(=O)(=O)c1ncc(CN2CCCCO2)n1Cc1ccccc1 | 16.4% | -24.0% | 11.5% | -7.9% | ? | i | 18.0
[O-][n+]1ccccc1SSc1cccc[n+]1[O-] | -57.3%[17 µM] | · | · | -46.4%[12.5 µM] | · | i | -23.6
CCn1c(C2CCN(C(=O)CCNC(=O)c3ccc(F)cc3)CC2)n[nH]c1=O | -4.7% | -13.4% | -2.4% | 18.6% | ? | -16.2% | -7.5
O=C(c1cc(Cl)ccc1F)N1CCC[C@H]1c1nc(-c2ccccc2)no1 | -12.1% | ? | -10.3% | 3.5% | -20.5% | i | -5.5
COCC(=O)N[C@H]1C[C@@H](CO)N(Cc2cccc(OC)c2)C1 | -24.8% | 7.8% | 5.0% | -6.0% | -6.3% | -3.9% | 0.1
Cc1cccc(CNC(=O)C2CCc3sc(C(=O)N4CCOCC4)cc3C2)c1 (centres undefined) | -2.8% | ? | -4.0% | -4.6% | -29.7% | -9.6% | 11.9
COCC(=O)N(C1CCOCC1)C1CCN(S(=O)(=O)c2cccc(F)c2)CC1 | 2.6% | 10.4% | 8.9% | 5.6% | 1.8% | i | -8.3
Cc1ccc(C)c(NC(=O)Cn2c(=O)n(CCC(=O)NCc3ccc4c(c3)OCO4)c(=O)c3ccccc32)c1 | 8.8% | · | · | -0.1% | · | · | -6.4
COc1cccc(C(=O)N(C)C2CCc3ccccc32)c1 (centres undefined) | -1.4%[87.6 µM] | ? | 4.0%[172 µM] | -2.9%[87.6 µM] | -29.1%[138 µM] | -5.2%[88.5 µM] | -0.4
CCc1ccccc1NC(=O)N1CCC(OC2CCN(S(C)(=O)=O)CC2)CC1 | -8.5% | -8.0% | -0.9% | -4.2% | i | i | 0.0
COc1ccc(CNc2ncnc3c2nc2n3CCCC2)cc1 | 18.4% | · | · | -1.1% | · | · | -6.3
CC(C)n1cnnc1-c1nn(C)c2c1CN(C(=O)CCc1c[nH]c3ccccc13)CC2 | -4.0% | i | 0.0% | -6.1% | 4.4% | i | 12.0
COc1cc2c(cc1NS(C)(=O)=O)C(c1cccc3c1OCO3)CC(=O)N2 (centres undefined) | 21.2% | -5.6% | 9.1% | -0.9% | ? | -15.8% | -0.8
COc1ccccc1NC(=O)Cn1c(C)cc2nc3n(c(=O)c21)CCCCC3 | -6.1% | -21.2% | 10.8% | -3.3% | -5.6% | 3.8% | 1.0
O=C(CN1C(=O)NC(c2ccc(Cl)cc2)C2=C1COC2=O)Nc1cc(F)cc(F)c1 (centres undefined) | -8.2% | 25.1µM* | -19.4% | -8.8% | 25.1µM* | i | 4.8
O=C(NCC1CCN(Cc2cccc(F)c2)CC1)[C@@H]1COCC(=O)N1Cc1ccccc1 | -3.1% | -19.7% | -0.3% | -10.7% | -5.0% | -2.1% | -1.1
Cc1nnc2n1C(C)CN(C(=O)CCCc1nc(-c3ccncc3)no1)C2 (centres undefined) | 1.6% | i | 2.4% | 8.1% | i | -1.7% | -3.6
Cc1ccc(Cn2c(Cc3ccccc3)nc3ccccc32)cc1 | -22.3% | · | · | 3.4% | · | · | -27.0*
O=C(NCc1ccccc1-c1ccccc1C(=O)NCCc1ccccn1)OCc1ccccc1 | · | · | · | 2.4% | · | -0.9% | -20.2
CCC(C(=O)N1CCC(C(=O)N2CCCC2)CC1)n1cccn1 (centres undefined) | 1.9% | i | 10.0% | -1.6% | 0.3% | i | -4.5
Cc1noc2ncnc(NCc3ccc(Cl)cc3)c12 | -1.5% | · | · | 0.8% | · | · | -4.6
O=c1[nH]ccn1C1CCN([S+](=O)([O-])c2cccs2)CC1 | -3.7%[87.6 µM] | -20.5%[172 µM] | 5.3%[172 µM] | 4.2%[87.6 µM] | -22.8%[138 µM] | 3.6%[88.5 µM] | 8.0
Fc1cc(Cl)ccc1C1c2nc[nH]c2CCN1Cc1ccccn1 (centres undefined) | -25.6% | -11.5% | -6.7% | -0.8% | -18.4% | -0.7% | -1.7
O=c1[nH]c(=O)n([C@H]2O[C@H](CO)[C@@H](O)[C@@H]2O)cc1/C=C\Br | 57.6%[25.6 µM] | · | · | 1.6%[23.9 µM] | · | -15.6% | 10.8
CSc1ccc(C(=O)N2CC(=O)NCC(C)(C)C2)cc1 | · | -21.5% | · | · | ? | · | -8.0
CCc1ncc2c(=O)n(Cc3ccc(OC)cc3)ccn12 | 1.1% | ? | -8.5% | -5.1% | -26.1% | -11.0% | 25.4

Ordered by number of heavy atoms (smallest number first): some entries from above.
SMILES | SNCA expr inhib | HEK293 tox | Luciferase inh | SNCA viab count | NIH3T3 tox | GPT2 inh | IP6K1 inh
Cc1noc2ncnc(NCc3ccc(Cl)cc3)c12 | -1.5% | · | · | 0.8% | · | · | -4.6
O=c1[nH]c(=O)n([C@H]2O[C@H](CO)[C@@H](O)[C@@H]2O)cc1/C=C\Br | 57.6%[25.6 µM] | · | · | 1.6%[23.9 µM] | · | -15.6% | 10.8
CCc1ncc2c(=O)n(Cc3ccc(OC)cc3)ccn12 | 1.1% | ? | -8.5% | -5.1% | -26.1% | -11.0% | 25.4
CCC(C(=O)N1CCC(C(=O)N2CCCC2)CC1)n1cccn1 (centres undefined) | 1.9% | i | 10.0% | -1.6% | 0.3% | i | -4.5
Fc1cc(Cl)ccc1C1c2nc[nH]c2CCN1Cc1ccccn1 (centres undefined) | -25.6% | -11.5% | -6.7% | -0.8% | -18.4% | -0.7% | -1.7
COc1cc2c(cc1NS(C)(=O)=O)C(c1cccc3c1OCO3)CC(=O)N2 (centres undefined) | 21.2% | -5.6% | 9.1% | -0.9% | ? | -15.8% | -0.8
COc1ccccc1NC(=O)Cn1c(C)cc2nc3n(c(=O)c21)CCCCC3 | -6.1% | -21.2% | 10.8% | -3.3% | -5.6% | 3.8% | 1.0
O=C(CN1C(=O)NC(c2ccc(Cl)cc2)C2=C1COC2=O)Nc1cc(F)cc(F)c1 (centres undefined) | -8.2% | 25.1µM* | -19.4% | -8.8% | 25.1µM* | i | 4.8
CC(C)n1cnnc1-c1nn(C)c2c1CN(C(=O)CCc1c[nH]c3ccccc13)CC2 | -4.0% | i | 0.0% | -6.1% | 4.4% | i | 12.0

The results go on.
SMILES | SNCA expr inhib | HEK293 tox | Luciferase inh | SNCA viab count | NIH3T3 tox | GPT2 inh | IP6K1 inh
CCN(CC)C(=O)Cn1cc(SCC(=O)Nc2ccccc2F)c2ccccc21 | -23.8% | · | · | -6.6% | · | · | 3.1
Cc1ccc(-c2ccccc2C=O)c(C)c1 | 11.0%[87.6 µM] | -10.9%[287 µM] | · | -2.0%[87.6 µM] | ? | 0.2%[88.5 µM] | -2.6
O=C1Nc2ccccc2CC12CCCN(Cc1ccc(C(F)(F)F)cc1)C2 (centres undefined) | 13.8% | ? | · | -18.2% | ? | -11.9% | -13.4
O=C(NCCF)c1cccc(S(=O)(=O)NCCCc2ccncc2)c1 | 5.1% | 4.8% | 9.1% | 6.4% | -7.1% | -28.6% | -4.0
CCOc1ccccc1CNC(=O)CCc1cn(Cc2ccc(Cl)cc2)c2ccccc12 | ? | · | · | 7.6% | · | · | 15.4
COC(=O)c1ccc(COCC2=CC(C)(C)Oc3ccc(OC)cc32)cc1 | · | 35.5µM* | · | · | ? | · | -6.9
C#CCN1C(C)=C(C(=O)OC)C(c2cccc([N+](=O)[O-])c2)C(C(=O)OCC)=C1C (centres undefined) | ? | · | · | -23.3% | · | i | ·
Cc1nc(N2CCCC2)ncc1C(=O)NCc1ccc(F)cc1 | 0.3% | · | · | 5.5% | · | · | 1.0
O=c1c2oc3ccccc3c2n(Cc2ccccc2Cl)c(=O)n1Cc1ccco1 | 11.4% | · | · | 0.7% | · | · | -13.4
O=c1[nH]nc2n1CCC(NS(=O)(=O)Cc1ccc(F)cc1)CC2 (centres undefined) | 0.0% | -3.2% | -0.5% | -0.5% | 2.0% | i | -4.1
Cn1nccc1CN1CCC2(CC1)CC(=O)c1ccc(Cl)cc1O2 | -1.8% | ? | -10.9% | -17.6% | ? | 0.3% | 4.6
Cc1cccc(-c2nc(SCC(=O)NCc3ccco3)c3c(=O)n(C)c(=O)n(C)c3n2)c1 | 17.6% | · | · | 2.3% | · | · | 1.1
Cc1ccc(CNC(=O)c2ccc(-c3nc(CS(=O)c4ccccc4)c(C)o3)cc2)cc1 (centres undefined) | -1.3% | · | · | -19.3% | · | · | 9.4
Cn1c(CCNC(=O)c2ccco2)nc2cc(NC(=O)COc3ccc(Cl)cc3)ccc21 | -2.9% | · | · | -10.1% | · | · | 15.9
O=C(c1cccs1)N1CCC2(CC1)CN(Cc1ccccc1)CC2CO (centres undefined) | -9.2% | ? | -1.1% | -10.2% | ? | ? | 18.1
CCc1ccc(C(=O)N2CCC3(CC2)N=C(c2ccc(Br)cc2)NO3)cc1 | -20.0% | -21.7% | -11.9% | 3.3% | -25.5% | i | -10.6
O=C(O)CCC(=O)N[C@H]1CCN2C(=O)c3cc(-c4ccc5c(c4)OCO5)ccc3NC(=O)[C@H]12 | 2.6% | 3.4% | ? | 0.0% | 3.0% | i | -11.0
CCOC(=O)Cn1cc2c(c1-c1ccc(Cl)cc1)c(=O)n(C)c(=O)n2C | 15.6% | · | · | -17.9% | · | · | 0.4
CC(/C=C/C(=O)NO)=C\[C@@H](C)C(=O)c1ccc(N(C)C)cc1 | · | · | · | -9.0% | · | -1.2% | -13.7
OC1CC([C@@H](Cc2ccccn2)NC2CCN(Cc3ccco3)CC2)C1 (some centres undefined) | -22.0% | 1.4% | -1.1% | 0.7% | 0.2% | 1.3% | -3.3
CC(=O)NCC(=O)N1CC[C@@H]2COCCN(Cc3ccccc3)[C@@H]2C1 | 1.2% | -6.6% | -13.3% | -1.8% | i | i | 13.5
